From PubChem
IL1B secr inh – inhibitors of inflammasome signaling (IL-1 beta secretion). actives 4.7% (n = 360,000). activity change, % at 57.5 µM. THP-1 LPS/ATP IL-1B secretion, AlphaLISA, 16 h; active compounds read low; in the data active means activity change below about -50%; inconclusive means mostly about -30% to -49%; further: on the % scale 0 is the no-effect control and ±100 the full control effect
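Secreted IL-1B measured by AlphaLISA bead assay after 16 h compound exposure of THP-1 cells; compounds (final up to 57.5 uM) added 1 h before LPS (250 ng/mL) and ATP (1.25 mM) stimulation; lower signal means less secretion.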
KB-3-1 tox – KB-3-1 parental cell cytotoxicity; KB-3-1 viability, CellTiter-Glo ATP luminescence, 72 h; Potency, µM (titrated, usually from 46.1 µM), without a hit: top-dose activity change, negative = cytotoxic, most hits filed as cytotoxic; actives 1.4% (n = 400,000); AID 1347075; further: potency means the concentration at half of the fitted maximal effect; on the % scale 0 is the no-effect control and ±100 the full control effect; nearly all actives have a fitted effect of over 60% in size
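KB-3-1 parental drug-naive adenocarcinoma cells in DMEM/10% FBS, incubated 72 h at 37 C with pin-transferred compounds across a concentration series. Viability by CellTiter-Glo luminescence; concentration-response curves fitted after normalization.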
SW480 rerep – inducers of DNA re-replication in SW480 colon cancer cells; SW480 DNA re-replication, Hoechst DNA content imaging, 48 h; Potency, µM (highest dose often 46.1 µM), for inactives: top-dose re-replication activation, usual class: activators; actives 1.8% (n = 340,000); further: potency means the concentration at half of the fitted maximal effect; % of control where 0% means no effect; nearly all actives have a fitted effect of over 55% in size
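Readout is total intensity of Hoechst-stained nuclei, excited at 405 nm and collected at 500-530 nm. Compound treatment lasted 48 hr at 37 C in 5% CO2 before staining.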
KB-V1 MDR tox – KB-V1 MDR subline cytotoxicity. KB-V1 MDR cells viability, CellTiter-Glo, 72 h. Potency, µM (series often up to 46.1 µM), without a hit: at the highest dose activity change, negative = cytotoxicity, hits mostly cytotoxic. actives 3.4% (n = 400,000); further: potency means the concentration at half of the fitted maximal effect; on the % scale 0 is the no-effect control and ±100 the full control effect; nearly all actives have a fitted effect of over 60% in size
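KB-V1 MDR subline cells in DMEM (phenol-red free, 10% FBS) exposed to compounds in qHTS concentration series for 72 h at 37 degrees C. Viability read by CellTiter-Glo luminescence; concentration-effect curves fitted after normalization and correction.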
MCF10A rereplic – DNA re-replication induction in MCF 10a cells; MCF 10A DNA re-replication, Hoechst nuclear intensity, 48 h; Potency, µM (top dose mostly 46.1 µM), for inactives: at the highest dose activity, positive = re-replication, hits mostly activators; actives 2.9% (n = 350,000); further: potency means the concentration at half of the fitted maximal effect; % of control where 0% means no effect; nearly all actives have a fitted effect of over 50% in size
HT1080 IDH1KD tx – toxicity to HT-1080 IDH1 knockdown cells (counter line) | Potency, µM (titrated, usually from 46.1 µM), without a hit: at the highest dose activity, negative = toxicity, most hits filed as cytotoxic | actives 2% (n = 360,000) | AID 686971 | HT-1080 IDH1 knockdown viability, ATP luminescence, 48 h;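 further: potency means the concentration at half of the fitted maximal effect; 0% = DMSO wells and -100% = cell-free medium wells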
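CellTiter-Glo luminescence after 48 h compound exposure at 37 degrees C of IDH1-knockdown HT-1080 cells in 5% FBS RPMI. %Activity scaled between DMSO wells and cell-free media wells, with curves fitted and assigned curve classes.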
HT1080NT lethal – kills 2HG-producing HT-1080-NT fibrosarcoma cells; HT-1080-NT fibrosarcoma viability, CellTiter-Glo ATP luminescence, 48 h; Potency, µM (top dose mostly 46.1 µM), without a hit: at the top dose activity, negative = less viability, usual class: cytotoxic; actives 1.6% (n = 360,000); AID 686970;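 further: NT is the 2HG producing partner of a matched IDH1 knockdown line; potency means the concentration at half of the fitted maximal effect; 0% = DMSO-treated cells and -100% = media-only wells without cells; nearly all actives have a fitted effect of over 55% in size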
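HT-1080-NT fibrosarcoma cells (2HG-overproducing), 750 cells/well in RPMI with 5% FBS, dosed after 2 h and incubated 48 h at 37C. CellTiter-Glo luminescence normalized to DMSO and no-cell wells; concentration-response curves fitted and classed.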
HEK293 tox – cytotoxic in the GLP-1 receptor inverse agonist counter-screen. Potency, µM (doses to about 38.3 µM), without a hit: at the top dose activity change, negative = inhibition, most hits filed as inhibitors. HEK293 cAMP-luciferase reporter cells, luminescence, 24 h. actives 0.13% (n = 410,000);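 further: loss of luciferase light is scored as toxicity; potency means the concentration at half of the fitted maximal effect; on the % scale 0 is the no-effect control and ±100 the full control effect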
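To flag toxic compounds, the library was rerun on cells for 24 hr at 37 deg C and 5% CO2. Viability-linked luminescence was captured 12 min after adding luciferase detection reagent.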
D3 ag – agonists of human D3 dopamine receptor; D3R DiscoveRx beta-arrestin cells, luminescence, 90 min; max activation, %; actives 0.58% (n = 410,000); AID 652048; in the data active means max activation above about 30%; further: 0% is about no effect; mostly tested at two doses, the higher about 12 µM
Target sequence (P35462 whole entry, looked up): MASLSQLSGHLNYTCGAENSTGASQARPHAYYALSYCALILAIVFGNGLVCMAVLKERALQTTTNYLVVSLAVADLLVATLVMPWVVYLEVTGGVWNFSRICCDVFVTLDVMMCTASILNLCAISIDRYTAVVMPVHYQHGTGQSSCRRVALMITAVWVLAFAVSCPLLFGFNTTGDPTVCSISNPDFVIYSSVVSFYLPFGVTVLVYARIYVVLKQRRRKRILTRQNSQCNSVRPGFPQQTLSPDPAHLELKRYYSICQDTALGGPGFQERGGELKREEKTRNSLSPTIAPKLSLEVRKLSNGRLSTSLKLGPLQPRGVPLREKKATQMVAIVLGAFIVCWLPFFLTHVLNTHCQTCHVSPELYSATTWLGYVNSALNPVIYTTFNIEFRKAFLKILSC
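Agonist mode: compounds and dopamine controls were applied to plated cells for 90 min at 37 degrees C after an overnight attachment at 1500 cells/well. Luminescent read-out followed 30 - 60 minutes at room temperature with DiscoveRx detection reagent.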
Starred values were filed as active, the others as inactive; ? = inconclusive; · = not tested or not shown; & = joins results of further samples; [ ] = another dose, or the depositor's remark. Unless noted, the call rests on the fitted dose curve; in most records, active means well fitted curve in the direction sought with a large enough effect; inconclusive means small, poorly fitted or top-dose-only effect, or another doubt; inactive means no such curve, though single readings can be large; an effect the other way counts as inactive or inconclusive.

SMILES | IL1B secr inh | KB-3-1 tox | SW480 rerep | KB-V1 MDR tox | MCF10A rereplic | HT1080 IDH1KD tx | HT1080NT lethal | HEK293 tox | D3 ag
O=C(COC(=O)c1ccc(S(=O)(=O)NCc2ccco2)cc1)Nc1ccccc1OC(F)F | 0 | -2% | -6% | 15% | 10% | 6% | 8% | 3% | 0
COc1cc(NC(=O)CSc2nc(-c3ccc(C(C)C)cc3)no2)cc(OC)c1 | · | 15% | · | 3% | · | · | · | 3% | -7
O=C(NNc1cccc(Cl)n1)c1ccccc1CC[N+](=O)[O-] | -9 | -2% | ? | 4% | ? | -12% | -10% | ? | -4
CN(C)C(=O)N1CCCC(C(=O)NCCc2ccccc2)C1 (configuration not stated) | -4 | 24% | 4% | 6% | 2% | -3% | 11% | -9% | 8
O=C(NNS(=O)(=O)c1ccc([N+](=O)[O-])cc1)C1CCCCC1 | 2 | 2% | -1% | 5% | 1% | 9% | 22% | -15% | -1
Cc1cc(C)c2cc(CN(CC3CCCO3)C(=S)NCc3ccco3)c(=O)[nH]c2c1 (configuration not stated) | ? | 3% | 2% | ? | 8% | -11% | -17% | 6%[7.66 µM] | -1
Cc1ccc2cc3cc(C(=O)N4CCN(C(=O)c5ccco5)CC4)sc3nc2c1 | -22 | 14% | -5% | 10% | 6% | -12% | -4% | -4% | 6
Cc1ccc(S(=O)(=O)NCCSc2nnc(N)s2)cc1 | 2 | 1% | 1% | -19% | ? | 7% | 7% | 4% | -2
CC(NCC(O)COc1ccc2ccccc2c1)c1ccccc1 (configuration not stated) | -94* | ? | 23µM* | ? | ? | 13µM* | 18µM* | ? | -14
CN1/C(=C/C(=O)COC(=O)CN2C(=O)C3CC=CCC3C2=O)C(C)(C)c2ccccc21 (configuration not stated) | -11 | 12% | -20% | 16% | 12% | -19% | -7% | -2% | 6
COc1cc(C2C=C(C34CC5CC(CC(C5)C3)C4)NC(=S)N2)cc(OC)c1OC (configuration not stated) | 0 | ? | ? | ? | -1% | -26% | -19% | ? | -17
O=C(NC1CCSc2ccccc21)c1cccc([N+](=O)[O-])c1 (configuration not stated) | ? | 0% | -10% | -25% | -23% | 0% | -2% | 6% | -8

Brought forward from above: 2 entries, then new ones.
SMILES | IL1B secr inh | KB-3-1 tox | SW480 rerep | KB-V1 MDR tox | MCF10A rereplic | HT1080 IDH1KD tx | HT1080NT lethal | HEK293 tox | D3 ag
COc1cc(C2C=C(C34CC5CC(CC(C5)C3)C4)NC(=S)N2)cc(OC)c1OC (configuration not stated) | 0 | ? | ? | ? | -1% | -26% | -19% | ? | -17
O=C(NC1CCSc2ccccc21)c1cccc([N+](=O)[O-])c1 (configuration not stated) | ? | 0% | -10% | -25% | -23% | 0% | -2% | 6% | -8
Cc1cn(C)c(CC(=O)NCc2ccccc2Cl)c1C(=O)O | · | 1% | · | 15% | · | · | · | -5% | 6
COc1cccc(NC(=O)COC(=O)CCC2CCCC2)c1 | 0 | 1% | -1% | 0% | -2% | 0% | 10% | -23% | 0
O=C(COC(=O)c1n[nH]c(=O)c2ccccc12)Nc1ccccc1F | -6 | 5% | 0% | ? | 0% | 1% | -1% | -5% | -5
O=C(Nc1cccnc1)c1cc(-c2ccc(Cl)c(Cl)c2)on1 | -1 | 8% | -1% | -6% | 2% | 30% | ? | 6% | 9
C=CCN(c1ccccc1OC)S(=O)(=O)c1cccc(C(=O)OCC(=O)c2c[nH]c3ccccc23)c1 | -2 | ? | ? | 12µM* | -41%[inhibitor] | -13% | 1% | ? | 6
CC(C)CN(CC(C)C)c1nn[nH]n1 | 10 | -3% | -3% | -6% | -48%[inhibitor] | -1% | 15% | 1% | -6
CC1CC(C)CN(S(=O)(=O)c2ccc(NC(=O)c3ccc(=O)[nH]c3)cc2)C1 (configuration not stated) | 10 | 4.6µM* | ? | -8% | 5.8µM* | 5.2µM* | 5.8µM* | ? | -4
N#Cc1c(-c2ccccc2)nc(SCc2cccc(Cl)c2)[nH]c1=O | 4 | -6% | -5% | 0% | ? | -17% | -9% | 1% | 0
COc1ccc(S(=O)(=O)C(C#N)c2nc3ccccc3nc2N2CCCCC2)cc1 (configuration not stated) | 15 | -5% | -4% | -9% | ? | -2% | -2% | 109%[activator] | 4
CCCOc1cccc(C2c3c(oc4ccc(F)cc4c3=O)C(=O)N2CCCN2CCOCC2)c1 (configuration not stated) | · | 13% | · | 16% | · | · | · | 0% | 0
COc1ccc(NC(=O)Cn2c(=O)oc3cc(S(=O)(=O)N4CCCCCC4)ccc32)cc1OC | · | ? | · | 19% | · | · | · | -10% | 2
CC(=O)C1C(=O)C=C(c2cccs2)CC1c1ccccc1 (configuration not stated) | -14 | -8% | -69%[inhibitor] | -29% | ? | -24% | -25% | 78%[activator] | 1
O=C(Cn1cnnn1)Nc1cccc(S(=O)(=O)N2CCCCC2)c1 | 0 | 5% | -4% | -5% | 21% | 5% | 15% | 12% | 1
CCSc1oc(-c2cccs2)nc1S(=O)(=O)c1ccccc1 | 0 | -15% | -17% | -26% | 7% | 1% | -2% | -1% | -10
O=C(CN(C(=O)c1csnn1)c1ccc(F)cc1)NCc1ccc2c(c1)OCO2 | -3 | 2% | -2% | -30% | -1% | 16% | 8% | -7% | -4
O=C(CSc1nc2c(cnn2-c2cccc(Cl)c2)c(=O)[nH]1)NCC1CCCO1 (configuration not stated) | 14 | 12% | -21% | ? | 0% | 3% | 0% | 1% | 7
COc1ccc(C(O)c2ncc(-c3ccc4ccccc4c3)[nH]2)cc1 (configuration not stated) | -17 | 0% | · | 3% | · | ? | ? | -9% | -8
COc1ccc(CCCc2nnc(SCC(=O)Nc3cc(F)ccc3C)o2)cc1 | · | 30% | · | -17% | · | · | · | -3% | -9
O=C1c2cc3c(cc2CCC1c1ccc2c(c1)OCO2)OCO3 (configuration not stated) | -9 | 14% | · | -23% | · | 1% | 2% | -2% | 1
COc1ccc(N(CC(=O)NCc2ccc(F)cc2)S(=O)(=O)c2c(C)n[nH]c2C)cc1 | 0 | 6%&1% | -1% | 1%&-10% | 0% | -1% | 12% | -9%&-2% | 4&1
CN(CC(=O)Nc1ccc(F)cc1)CC(=O)N1CCCCC1 | 24 | 2% | -2% | 0% | 0% | -1% | 2% | -13% | 0
CN(C(=S)Nc1ccc(F)cc1)C(c1ccccc1)c1ccccc1 | -17 | ? | 18% | ? | 30% | -22% | -14% | ? | -2
CC(O)C(NS(=O)(=O)c1ccc(Cl)cc1)C(=O)OCC(=O)c1c[nH]c2ccccc12 (configuration not stated) | -55* | -6% | 3% | 5% | 22% | -24% | -27% | -14% | -4
COc1ccc(C(C)=O)cc1COc1ccc([N+](=O)[O-])c(C)c1 | 0 | -4% | -30%[inhibitor] | -23% | 0% | ? | -20% | 0% | 2
O=C(COC(=O)c1cccnc1Cl)NC(=O)NC1CCCCC1 | -4 | 1% | -2% | -4% | -3% | -2% | 0% | -4% | -5
CCOc1ccc2[nH]c(=O)c(CN(CCO)C(c3nnnn3C3CCCCC3)C(C)C)cc2c1 (configuration not stated) | -2 | 23% | -1% | -26% | 2% | 8% | 5% | 6% | 0
CCn1c(=N)n(CC(O)c2cccs2)c2ccccc21 (configuration not stated) | -4 | -5% | -13% | 19% | -3% | -4% | -1% | -13% | -3
COc1ccc(OC)c(/C=N\NC(=O)c2ccc(=O)n(C)c2)c1 | 26 | -10% | -3% | 0% | 2% | 4% | 0% | -4%[1.53 µM] | -3
CCOC(=O)C1(C(=O)O)NC(=O)CC1c1ccccc1 (configuration not stated) | 14 | 1% | -3% | 5% | -5% | 2% | 5% | 5% | 2
COc1cc2c(cc1OC)C(C(=O)Nc1ccc3c(c1)OCCO3)C(c1cccnc1)N(C)C2=O (configuration not stated) | -23 | -6% | 5% | ? | 8% | -4% | -11% | -3% | 0

A stretch of the results above, as a working copy:
SMILES | IL1B secr inh | KB-3-1 tox | SW480 rerep | KB-V1 MDR tox | MCF10A rereplic | HT1080 IDH1KD tx | HT1080NT lethal | HEK293 tox | D3 ag
CN(CC(=O)Nc1ccc(F)cc1)CC(=O)N1CCCCC1 | 24 | 2% | -2% | 0% | 0% | -1% | 2% | -13% | 0
CN(C(=S)Nc1ccc(F)cc1)C(c1ccccc1)c1ccccc1 | -17 | ? | 18% | ? | 30% | -22% | -14% | ? | -2
CC(O)C(NS(=O)(=O)c1ccc(Cl)cc1)C(=O)OCC(=O)c1c[nH]c2ccccc12 (configuration not stated) | -55* | -6% | 3% | 5% | 22% | -24% | -27% | -14% | -4
COc1ccc(C(C)=O)cc1COc1ccc([N+](=O)[O-])c(C)c1 | 0 | -4% | -30%[inhibitor] | -23% | 0% | ? | -20% | 0% | 2
O=C(COC(=O)c1cccnc1Cl)NC(=O)NC1CCCCC1 | -4 | 1% | -2% | -4% | -3% | -2% | 0% | -4% | -5
CCOc1ccc2[nH]c(=O)c(CN(CCO)C(c3nnnn3C3CCCCC3)C(C)C)cc2c1 (configuration not stated) | -2 | 23% | -1% | -26% | 2% | 8% | 5% | 6% | 0
CCn1c(=N)n(CC(O)c2cccs2)c2ccccc21 (configuration not stated) | -4 | -5% | -13% | 19% | -3% | -4% | -1% | -13% | -3
COc1ccc(OC)c(/C=N\NC(=O)c2ccc(=O)n(C)c2)c1 | 26 | -10% | -3% | 0% | 2% | 4% | 0% | -4%[1.53 µM] | -3
CCOC(=O)C1(C(=O)O)NC(=O)CC1c1ccccc1 (configuration not stated) | 14 | 1% | -3% | 5% | -5% | 2% | 5% | 5% | 2
COc1cc2c(cc1OC)C(C(=O)Nc1ccc3c(c1)OCCO3)C(c1cccnc1)N(C)C2=O (configuration not stated) | -23 | -6% | 5% | ? | 8% | -4% | -11% | -3% | 0
